# Tb MetRS inh: blocks T. brucei methionyl-tRNA synthetase activity; purified T. brucei MetRS, ATP depletion, Kinase-Glo luminescence; inhibition, % at 11.9 µM; 360,000 compounds, 0.4% hits; AID 624268;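 active means inhibition above a per-plate cutoff of the control wells' mean inhibition plus 3 SD, cut at about 5.5% in these data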;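 further: 0% = DMSO wells median and 100% = median of wells with control inhibitor compound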
#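 Material: T. brucei methionyl-tRNA synthetase, purified; reagent: substrates ATP, L-methionine and bulk Escherichia coli tRNA; dosing: 11.9 µM single point; timing: 15 min plus 2 h at 25 °C; detection: luminescence of leftover ATP; evaluation: % inhibition; control set: DMSO-only wells as low control; replicates: singlicate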
# STEP block: blocks human striatal-enriched tyrosine phosphatase. P54829. recombinant STEP, OMFP fluorogenic substrate, fluorescence. inhibition, % at 20 µM. 360,000 compounds, 0.25% hits. AID 588621;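 active means inhibition at 20 µM, scaled per plate between control wells, above about 37%, limit read from the data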;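 further: 0% = DMSO with enzyme and substrate and 100% = substrate only without enzyme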
#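 Measure: Control-normalized % inhibition with plate pattern correction | Test system: STEP phosphatase, cell-free reaction | Medium: pH 6.0 Bis-Tris with DTT and Tween 20 | Technique: Fluorescence, 480/540 nm | Times: Reaction 20 min, ambient temperature | Doses: Single compound dose of 20 µM, 1% DMSO final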
# Scp1 inh: inhibitors of human Scp-1 phosphatase | inhibition, % at 20 µM | AID 493091 | 340,000 compounds, 0.88% hits | Q9GZU7 | Recombinant Scp1, phosphopeptide, malachite green phosphate absorbance;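 active means inhibition above about 50% at 20 µM, limit read from the data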;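 further: plate controls were DMSO wells with enzyme for no effect and wells lacking enzyme for full effect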
#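 Material: truncated SCP-1 phosphatase (76-261aa) / Buffer or medium: 50 mM Tris acetate pH 5.5, 0.005% Tween-20, 10 mM MgCl2 / Compound dosing: one concentration, 20 µM, with 1.0% DMSO / Incubation: 45 min room-temperature reaction, 5 min colour, 30 min stabiliser / Detection: colorimetric free-phosphate detection, absorbance 630 nm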
# CSN inh: inhibitors of human CSN-mediated cullin deneddylation; Q92905; Purified CSN, SCF-Nedd8-OG deneddylation, fluorescence polarization; inhibition, % at 12.5 µM; 360,000 compounds, 0.38% hits; AID 651999;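 active means pattern-corrected inhibition above about 35%, with an unprinted fluorescence ratio check between 0.5 and 1.5, limit read from the data, passing the limit was not always enough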;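 further: 0% = enzyme with substrate and 100% = substrate without enzyme; some results filed as inactive read as strong as hits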
#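 assay system = purified human Csn5 enzyme expressed in HEK293T cells | amount = 0.24 nM enzyme | buffer or medium = Tris/NaCl/DTT buffer, pH 7.5 | reagent = 10 nM SCFSkp2-Nedd8OG | compound = one concentration, 12.5 µM, 0.25% DMSO | times = 90 min reaction at room temperature | signal = FP | read-out basis = % inhibition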
# SUMO1-SIM PPI: modulators of human SUMO1-mediated protein-protein interactions. 360,000 compounds, 0.33% hits. SUMO1 binding to a labelled peptide, TR-FRET, 1 h. P63165. inhibition, % at 20 µM; in the data active means inhibition above about 37%
# DNMT1 inh: DNMT1 (human) enzyme inhibition. P26358. DNMT1 molecular beacon, Hinp1I cleavage, fluorescence. inhibition (reported as % activation of signal), % at 10 µM. 360,000 compounds, 0.83% hits. AID 588458; in the data active means inhibition above about 50%
# Target sequence (P26358 504-1616 limits assumed): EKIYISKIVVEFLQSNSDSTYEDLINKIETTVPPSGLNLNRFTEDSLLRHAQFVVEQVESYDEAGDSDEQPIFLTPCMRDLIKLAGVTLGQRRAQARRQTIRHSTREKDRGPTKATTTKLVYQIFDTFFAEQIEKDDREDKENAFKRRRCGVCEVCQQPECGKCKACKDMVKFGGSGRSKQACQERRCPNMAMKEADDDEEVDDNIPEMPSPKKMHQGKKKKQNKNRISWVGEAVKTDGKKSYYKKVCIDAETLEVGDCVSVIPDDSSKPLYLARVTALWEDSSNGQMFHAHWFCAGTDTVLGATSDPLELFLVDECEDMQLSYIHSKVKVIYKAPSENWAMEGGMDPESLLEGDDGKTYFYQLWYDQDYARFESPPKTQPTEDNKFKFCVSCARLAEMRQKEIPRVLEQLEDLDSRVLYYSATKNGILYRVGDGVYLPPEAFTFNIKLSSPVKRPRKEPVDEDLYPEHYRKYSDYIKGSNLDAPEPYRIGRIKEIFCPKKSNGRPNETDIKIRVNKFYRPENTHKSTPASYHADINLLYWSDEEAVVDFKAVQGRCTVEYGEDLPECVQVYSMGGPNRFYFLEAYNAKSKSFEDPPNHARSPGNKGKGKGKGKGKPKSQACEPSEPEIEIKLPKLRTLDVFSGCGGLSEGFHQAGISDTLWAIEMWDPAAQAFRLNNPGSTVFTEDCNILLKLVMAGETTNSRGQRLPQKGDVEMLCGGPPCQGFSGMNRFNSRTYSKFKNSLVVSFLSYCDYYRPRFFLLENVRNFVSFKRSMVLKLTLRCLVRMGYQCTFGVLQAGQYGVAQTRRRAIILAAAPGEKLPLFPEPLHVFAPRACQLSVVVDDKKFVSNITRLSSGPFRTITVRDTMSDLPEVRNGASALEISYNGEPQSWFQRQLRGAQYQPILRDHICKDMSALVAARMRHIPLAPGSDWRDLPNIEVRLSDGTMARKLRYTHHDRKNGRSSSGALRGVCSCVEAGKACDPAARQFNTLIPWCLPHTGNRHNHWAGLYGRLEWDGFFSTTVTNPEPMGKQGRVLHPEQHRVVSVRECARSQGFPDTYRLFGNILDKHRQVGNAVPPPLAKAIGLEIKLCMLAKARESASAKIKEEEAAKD
# Rpn11 inh: blocks the human proteasome subunit Rpn11; human 26S proteasome, Ub4-pepOG fluorescence polarization; 20S core pre-blocked with epoxomicin; calls only at 20 µM; 360,000 compounds, 0.59% hits; AID 588493;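 active means inhibition at 20 µM, scaled to each plate's controls, above about 33%, limit read from the data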
# NadD block: inhibitors of Staphylococcus aureus NadD. purified NadD enzyme, colorimetric absorbance read-out. inhibition, % at 20 µM. 360,000 compounds, 0.78% hits. AID 602399; in the data active means inhibition above about 26%; further: some compounds past the cut are filed as inactive
# LMPTP inh: LMPTP (human) inhibition; P24666; recombinant LMPTP-A, OMFP fluorogenic substrate, fluorescence intensity; inhibition, % at 20 µM; 360,000 compounds, 0.22% hits;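 active means compounds that cut the enzyme signal by at least half of the control window in the single-dose screen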;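 further: plate controls were DMSO wells with enzyme plus substrate for no effect and substrate without enzyme for full effect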
#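 Test system: LMPTP-A phosphatase enzyme. Amount: LMPTP-A at 0.625 nM final in the reaction. Reagent: OMFP substrate, 400 µM final. Times: 50 min at room temperature. Signal: endpoint fluorescence intensity from OMFP dephosphorylation. Read-out basis: % inhibition. Benchmarks: no-enzyme and uninhibited controls.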
# MLLE-PAM2 inh: blocks PAM2 peptide binding to the PABP1 MLLE domain; P11940; GST-MLLE / FITC-PAM2 fluorescence polarization; inhibition, % at 20 µM; 360,000 compounds, 0.36% hits; AID 588489; in the data active means inhibition above about 35%, passing the limit was not always enough;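 further: plate controls were DMSO wells with GST-MLLE for no effect and wells lacking GST-MLLE protein for full effect; some results filed as inactive read as strong as hits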
# The depositor's hits bear a star; i = inactive; nt = not tested or not shown; + = active, no number.
SMILES,Tb MetRS inh,STEP block,Scp1 inh,CSN inh,SUMO1-SIM PPI,DNMT1 inh,Rpn11 inh,NadD block,LMPTP inh,MLLE-PAM2 inh
CC1CCC/C(=N\NC(=O)c2ccncc2)C1 (stereo not given),-1.1,-4,-8,-6,-1,2,i,-6,-1.9,6
O=C(CCN1C(=O)COc2ccccc21)NCCN1CCOCC1,-2.0,-2,-3,0,-5,6,i,1,-0.2,0
Cc1cc(OCC(=O)O/N=C(\N)Cc2cccs2)ccc1Br,-0.6,2,-11,2,-1,-5,i,-2,1.5,-11
O=C(Nc1ccccc1)C(=O)c1cn(CC(=O)N2CCCCC2)c2ccccc12,0.3,0,-9,-2,-15,-5,i,2,1.8,12
Cc1c(C(=O)NCc2cccc(C(F)(F)F)c2)sc(=O)n1Cc1ccc(S(=O)(=O)N(C)C)cc1,0.2,0,nt,-3,-1,5,i,-2,0.2,2
CC(C)C(=O)Nc1c2c(nc3c1CCC3)CCCC2,-0.8,2,-13,2,-3,2,i,-7,0.0,5
Cc1ccc(S(=O)(=O)C[C@@H]2OC[C@H](CO)N2S(=O)(=O)c2ccc(C)cc2)cc1,-0.5,nt,nt,-2,5,nt,nt,nt,-0.4,nt
O=C(NCCc1ccccc1F)C1CC(=O)N(c2ccc3c(c2)OCCO3)C1 (stereo not given),0.0,2,nt,0,-1,-2,i,1,0.2,7
Cc1ccccc1-c1ccc(=O)n(CC(=O)Nc2ccc(C(=O)N3CCCC3)cc2)n1,-2.1,0,0,-3,-5,-1,i,0,-0.6,4
CCOC(=O)c1cnn(-c2ccccc2)c1NC(=O)CCl,-0.2,-2,-4,0,2,0,i,-1,-2.0,14
Cc1cc(NS(=O)(=O)c2ccc(NC(=S)NC(=O)/C=C/c3ccccc3)cc2)no1,0.2,2,-7,6,5,1,i,7,-0.1,18
COc1cc([N+](=O)[O-])ccc1-c1ccc(/C=N/NC(=O)OC(C)(C)C)o1,-0.3,-3,-13,5,-16,-1,nt,0,-1.9,-28
COCCOC(=O)C1=C(C)NC(=O)NC1C1CC=CCC1 (stereo not given),-0.5,-2,-4,-5,-1,0,i,-6,0.0,13
COc1ccccc1-c1nc2s/c(=C\c3cccs3)c(=O)n2n1,-0.6,8,-5,5,-11,3,i,-7,2.1,-1
CCOC(=O)[C@]12CCCC=C1N(Cc1ccc3c(c1)OCO3)C(=O)[C@H](CC(=O)NCc1ccc(OC)c(OC)c1)C2,-0.6,nt,nt,-1,5,nt,nt,1,0.3,nt
O=C(COC(=O)Cn1cnc2ccccc2c1=O)Nc1ccc(Cl)cc1,0.6,2,1,-2,-1,0,i,-1,-0.3,-3
COc1ccc(N(CC(=O)N/N=C/c2ccc(-c3ccc([N+](=O)[O-])cc3)o2)S(=O)(=O)c2ccc(C)cc2)cc1Cl,-1.0,-2,-7,14,-1,4,i,40*,-0.4,-38
NC(c1csc(NC(=O)Nc2cccc(C(F)(F)F)c2)n1)C1CCCCC1 (stereo not given),-0.3,0,nt,7,-88,-1,i,1,0.4,11
O=C(NCCc1c[nH]c2ccccc12)C(=O)NCC1OCCCN1S(=O)(=O)c1cccs1 (stereo not given),-0.2,0,-13,-1,0,-15,i,-2,0.4,-3
COc1cc(C(O)c2nc(-c3csc4ccccc34)cs2)ccc1F (stereo not given),-0.3,-4,nt,-1,-1,-8,i,-4,3.5,10
Cc1ccc(N/C(N)=N/c2nc(C)cc(N3CCCCC3)n2)c(C)c1,-0.8,8,-3,-2,-1,5,i,-2,2.0,2
Nc1ccc(C(=O)OCC(=O)Nc2cc([N+](=O)[O-])ccc2F)cc1,-0.6,-3,-1,-1,-10,3,i,-5,-0.7,-11
CCn1c(SCC(=O)N2CCC(C)CC2)nc2c(c1=O)SC(C)C2 (stereo not given),0.4,-4,1,5,-3,-1,i,3,-1.0,9
COC(=O)c1cccc(NC(=O)C23CC4CC(C2)CC(n2cncn2)(C4)C3)c1,0.6,2,-2,-1,-1,1,i,-3,-1.3,-27
CCCCN(C(=O)C1CC(=O)N(c2ccc3c(c2)OCCO3)C1)c1c(N)n(CCC)c(=O)[nH]c1=O (stereo not given),-0.1,2,0,1,3,9,i,3,0.3,-34
COc1ccc(OC)c(NC(=O)Cn2c(CCC(=O)O)ccc2-c2ccc(C)cc2)c1,0.0,-2,4,4,-2,-4,i,-6,0.6,-12
O=C(OCn1nnc2ccccc2c1=O)c1cccc(S(=O)(=O)N2CCOCC2)c1,0.0,0,1,-3,1,6,i,1,-1.4,12
COc1cccc(N(CC(=O)Nc2ccccc2C)S(C)(=O)=O)c1,-0.4,0,1,8,2,2,i,2,-0.7,19
CCN(CC)C(=O)CCCSc1nnc(Nc2ccccc2F)s1,0.4,0,-9,-19,1,1,i,-3,-1.1,7
O=C1C=C(NC2CC2)C2(CCCCC2)O1,-0.5,-3,0,-1,0,1,i,-4,-0.8,-2
CN(CC(=O)Nc1cccc(F)c1)C(=O)c1ccncc1,-0.3,-2,-7,5,0,1,i,-4,-1.3,-5
CCc1cccc(NC(=O)COC(=O)CSc2ccc(C)cc2)c1,-0.3,2,nt,-4,3,-11,i,-5,4.2,7
CCOC(=O)N1CCN(Cc2cc(=O)oc3ccc4ccccc4c23)CC1,-0.6,-1,-6,-4,-12,-1,i,3,0.1,7
COc1cc(/C=N/NC(=O)CNC(=O)c2ccncc2)ccc1O,-0.1,-2,-9,0,-6,0,i,-1,-1.2,-3
Cc1nnc(NC(=O)CSc2nnc(-c3ccco3)o2)s1,0.2,-1,-11,0,9,2,i,6,-1.4,1
COc1cc(/C=C2\SC(=Nc3ccccc3OC)NC2=O)ccc1O,0.2,0,-6,27,-14,0,+,5,1.0,-104
COc1ccc(N2CCN(C(c3ccco3)c3sc4nc(C)nn4c3O)CC2)cc1 (stereo not given),-0.2,1,-3,-1,-3,-1,i,-3,-0.5,3
CN(C)S(=O)(=O)c1cccc(NC(=S)NNC(=O)c2cc3ccccc3cc2O)c1,2.6,-7,-15,-3,1,-16,i,12,1.2,26
COc1ccc(OC)c(NC(=O)c2cccc(NC(=O)c3ccccc3)c2)c1,-0.7,-2,6,-3,9,-1,i,-7,0.2,3
COc1ccc(C2C(C(=O)Nc3cc(OC)c(OC)c(OC)c3)c3ccccc3C(=O)N2C)cc1 (stereo not given),-0.3,-2,-14,-4,2,-20,i,4,-1.1,-10
CC(C)NC(=O)C1(O)c2ccccc2NC(=O)N1c1ccc(Cl)c(Cl)c1 (stereo not given),-0.3,2,-9,-7,1,-1,i,6,-1.6,10
O=C(N/N=C\C=C\c1ccco1)C1COc2ccccc2O1 (stereo not given),-0.5,1,-7,15,-12,6,i,-7,1.3,0
CC(C)C[C@H](N)c1cn([C@@H](Cc2cc3ccccc3[nH]2)C(=O)N2CCNCC2)nn1,-0.1,3,4,-4,-59,0,i,-9,-6.6,2
Cc1ccc(NC(=O)CSc2nc3c([nH]c4ccccc43)c(=O)n2C)cc1,-0.3,1,1,3,3,30,i,0,-1.1,13

# Twelve structures from above, arranged by molecular weight, low to high.
SMILES,Tb MetRS inh,STEP block,Scp1 inh,CSN inh,SUMO1-SIM PPI,DNMT1 inh,Rpn11 inh,NadD block,LMPTP inh,MLLE-PAM2 inh
O=C1C=C(NC2CC2)C2(CCCCC2)O1,-0.5,-3,0,-1,0,1,i,-4,-0.8,-2
CN(CC(=O)Nc1cccc(F)c1)C(=O)c1ccncc1,-0.3,-2,-7,5,0,1,i,-4,-1.3,-5
Cc1nnc(NC(=O)CSc2nnc(-c3ccco3)o2)s1,0.2,-1,-11,0,9,2,i,6,-1.4,1
COc1cc(/C=N/NC(=O)CNC(=O)c2ccncc2)ccc1O,-0.1,-2,-9,0,-6,0,i,-1,-1.2,-3
CCc1cccc(NC(=O)COC(=O)CSc2ccc(C)cc2)c1,-0.3,2,nt,-4,3,-11,i,-5,4.2,7
COc1cc(/C=C2\SC(=Nc3ccccc3OC)NC2=O)ccc1O,0.2,0,-6,27,-14,0,+,5,1.0,-104
CCOC(=O)N1CCN(Cc2cc(=O)oc3ccc4ccccc4c23)CC1,-0.6,-1,-6,-4,-12,-1,i,3,0.1,7
CC(C)NC(=O)C1(O)c2ccccc2NC(=O)N1c1ccc(Cl)c(Cl)c1 (stereo not given),-0.3,2,-9,-7,1,-1,i,6,-1.6,10
CC(C)C[C@H](N)c1cn([C@@H](Cc2cc3ccccc3[nH]2)C(=O)N2CCNCC2)nn1,-0.1,3,4,-4,-59,0,i,-9,-6.6,2
COc1ccc(N2CCN(C(c3ccco3)c3sc4nc(C)nn4c3O)CC2)cc1 (stereo not given),-0.2,1,-3,-1,-3,-1,i,-3,-0.5,3
CN(C)S(=O)(=O)c1cccc(NC(=S)NNC(=O)c2cc3ccccc3cc2O)c1,2.6,-7,-15,-3,1,-16,i,12,1.2,26
COc1ccc(C2C(C(=O)Nc3cc(OC)c(OC)c(OC)c3)c3ccccc3C(=O)N2C)cc1 (stereo not given),-0.3,-2,-14,-4,2,-20,i,4,-1.1,-10

# Screening results (PubChem BioAssay)
